# Source: PubChem BioAssay (Sanford-Burnham Center for Chemical Genomics)
# EBI2 antag: blocks human EBI2 receptor beta-arrestin signaling; EBI2 beta-arrestin recruitment, luminescence, 7a,25-OHC stimulated; inhibition, % at 5 µM; hit rate 0.81% among 360,000; in the data active means inhibition above about 38%;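 further: enzyme fragment complementation signal reports receptor beta-arrestin coupling in cells; 0% = agonist plus DMSO wells and 100% = wells without agonist; some results beyond the cut were filed as inactive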
# CXCR6 block: CXCR6 (human) receptor inhibition; CHO-K1 PathHunter CXCR6 beta-arrestin, luminescence; hit rate 0.36% among 360,000; inhibition, % at 20 µM; in the data active means inhibition above about 34%, passing the limit was not always enough;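 further: antagonist mode with CXCL16 agonist at 10 nM final; 0% = 10 nM CXCL16 with DMSO and 100% = unstimulated wells without agonist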
# Mdm2-MdmX inh: disrupts the human Mdm2-MdmX interaction; hit rate 3% among 330,000; AID 485346; inhibition, % at 8 µM; SaOS-2 split-luciferase Mdm2/MdmX complementation, luminescence; O15151+Q00987;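 active means inhibition of at least 50% at 8 µM in the primary screen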
# APJ agonist: agonists of human APJ apelin receptor; P35414; AID 2520; activation, % at 20 µM; hit rate 0.11% among 330,000; CHO-K1 APJ PathHunter beta-arrestin, luminescence; 0% DMSO wells, 100% apelin;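 active means activation more than six SD over the plate average, tested at 20 µM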;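 further: 0% = DMSO alone and 100% = apelin-13 at 10 nM; some results filed as inactive read as strong as hits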
# Target sequence (P35414 whole entry, looked up): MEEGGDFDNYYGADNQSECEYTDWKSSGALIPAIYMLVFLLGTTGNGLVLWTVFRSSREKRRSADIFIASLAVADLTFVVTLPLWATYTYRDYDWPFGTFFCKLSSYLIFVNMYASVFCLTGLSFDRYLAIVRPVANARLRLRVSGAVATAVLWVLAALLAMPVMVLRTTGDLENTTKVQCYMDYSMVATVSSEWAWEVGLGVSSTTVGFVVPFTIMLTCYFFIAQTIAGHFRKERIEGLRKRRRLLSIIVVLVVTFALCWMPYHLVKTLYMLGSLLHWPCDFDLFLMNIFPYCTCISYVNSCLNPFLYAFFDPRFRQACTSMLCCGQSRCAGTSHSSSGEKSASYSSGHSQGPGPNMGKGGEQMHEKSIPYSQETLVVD
#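 Assay system – PathHunter CHO-K1 APJ (AGTRL-1) beta-arrestin reporter cells · Compound – one dose, 20 µM compound, 1% DMSO · Timing – compound 90 min 25 °C, reagent 1 h · Measured by – luminescence from split beta-galactosidase complementation, Galacton Star/Emerald II substrate · Measure – beta-arrestin recruitment to APJ as agonist activity, luminescent signal · Benchmarks – DMSO vs Apelin-13 10 nM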
# UPR XBP1 act: adaptive UPR (XBP1) activation; CHO-XBP1 luciferase reporter, IRE1-XBP1 UPR activation, luminescence; percent of tunicamycin response, DMSO as zero; activation, % at 20 µM; hit rate 0.33% among 330,000;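 active means versus positive control, 20 µM dose yields 30% or more activation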;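 further: 100% = tunicamycin at 10 µg/mL and 0% = DMSO only wells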
#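 assay system = CHO-XBP1 luciferase reporter cells | amount = 1000 cells/well | buffer or medium = F12 plus 10% FBS | compound dosing = single point, 20 µM final compound, 1% DMSO | incubation = 16-18 h cell attachment at 37 °C, then 6 h compound exposure | detection = Steady-Glo luminescence read | controls = tunicamycin 10 µg/mL and vehicle-only wells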
# APJ antagonist: antagonists of human APJ apelin receptor; P35414; CHO-K1 APJ beta-arrestin complementation, luminescence; inhibition, % at 20 µM; hit rate 0.32% among 330,000; AID 2521;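 active means inhibition above about 40% at 20 µM, limit read from the data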;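 further: cells challenged with 10 nM apelin-13 agonist together with compound; plate controls were apelin-13 plus DMSO wells for no effect and DMSO wells lacking apelin-13 for full effect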
# CHOP UPR activ: apoptotic UPR (CHOP) activation | CHO-CHOP luciferase reporter, luminescence; percent of tunicamycin response over DMSO baseline | activation, % at 10 µM | hit rate 0.34% among 330,000;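 active means at 10 µM dose, activation of 40% or more, normalized to positive control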;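 further: 100% = tunicamycin at 10 µg/mL and 0% = DMSO alone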
#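 Dosing – one dose, 10 µM in 0.5% DMSO · System – CHO-CHOP cells, stable luciferase reporter of PERK-eIF2a-CHOP signalling · Input – 500 cells/well · Control set – tunicamycin 10 µg/mL final as positive, DMSO-only wells as negative · Timing – 6 h compound treatment, 37 °C · Measure – % activation vs tunicamycin · Technique – luminescence read with Steady-Glo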
# CCR6 antag: blocks CCL20-driven beta-arrestin recruitment at human CCR6; P51684; CHO-K1 CCR6 PathHunter beta-arrestin, luminescence, CCL20-stimulated; inhibition, % at 20 µM; hit rate 0.49% among 340,000; AID 493098;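 active means compounds whose inhibition of the agonist-driven luminescence signal at 20 µM reaches about 50%, limit read from the data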;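 further: cells stimulated with CCL20 at 14 nM final; plate controls were DMSO with CCL20 for no effect and DMSO without agonist for full effect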
# Target sequence (P51684 whole entry, looked up): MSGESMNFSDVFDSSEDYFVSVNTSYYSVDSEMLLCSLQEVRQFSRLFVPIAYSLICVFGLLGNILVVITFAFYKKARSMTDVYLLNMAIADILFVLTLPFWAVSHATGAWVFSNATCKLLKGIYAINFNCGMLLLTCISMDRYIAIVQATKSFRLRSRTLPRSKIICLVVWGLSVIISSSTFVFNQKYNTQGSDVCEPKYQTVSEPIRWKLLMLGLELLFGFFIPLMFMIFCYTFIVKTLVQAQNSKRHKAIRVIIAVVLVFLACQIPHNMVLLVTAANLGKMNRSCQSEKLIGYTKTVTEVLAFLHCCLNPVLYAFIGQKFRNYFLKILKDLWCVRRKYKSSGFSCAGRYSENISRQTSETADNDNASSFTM
# tim23-1 inh: inhibits growth of tim23-1 mutant yeast; S. cerevisiae tim23-1 growth, BacTiter-Glo luminescence, 24 h; inhibition, % at 20 µM; hit rate 1.3% among 330,000; AID 463212;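 active means growth inhibition of the mutant yeast at or above 50%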;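 further: temperature-sensitive mutant grown at 25 °C; plate controls were DMSO-treated mutant yeast for no effect and medium wells lacking yeast for full effect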
# Numbers without * were called inactive; . = no result given. An excerpt; rates above refer to the full screens.
SMILES,EBI2 antag,CXCR6 block,Mdm2-MdmX inh,APJ agonist,UPR XBP1 act,APJ antagonist,CHOP UPR activ,CCR6 antag,tim23-1 inh
O=C1CCCC2=C1C(c1cccnc1)Nc1ccccc1N2 (configuration not stated),-8.3,-1.2,43.2,-2.1,0.9,-10.1,3.4,3.9,-3.6
CCCCOC(=O)C1=C(N)OC2=C(C(=O)CCC2)[C@]12C(=O)Nc1ccccc12,-1.8,-0.1,-2.1,3.5,0.9,-11.6,0.6,-15.7,-1.0
N=Cc1c(O)n(-c2ccc(C34CC5CC(CC(C5)C3)C4)cc2)c(=O)[nH]c1=O,-19.8,17.0,23.2,-2.3,-0.3,-16.8,0.3,-14.2,20.3
NCCc1c[nH]c2ccc(O)cc12,1.9,1.5,-12.2,4.8,-6.1,-1.1,-0.1,-1.8,-5.9
CC(Cc1ccccc1)NC(=O)CN1CCCC1=O (configuration not stated),-14.2,2.7,-7.5,0.0,-3.6,5.3,0.8,12.2,2.0
O=C(CCC(=O)N1C[C@H]2C[C@@H](C1)c1cccc(=O)n1C2)NCc1ccccc1C(F)(F)F,-1.0,2.3,17.5,-1.3,-1.5,12.4,2.1,-7.8,15.0
O=C(CNS(=O)(=O)c1cccs1)N1CCC2(CC1)OCCO2,-6.5,-1.9,5.2,3.8,0.8,7.6,3.0,-8.7,5.7
O=C(C[N+]12CCC(CC1)C(O)C2)c1ccc(Br)cc1 (configuration not stated),0.3,0.8,2.9,-1.1,1.4,4.7,2.2,4.4,-4.1
CC(=O)N[C@@H]1CC[C@@]2(O)[C@H]3Cc4ccc(O)c5c4[C@@]2(CCN3CC2CC2)[C@@H]1O5,2.8,-2.6,15.5,-2.1,-0.6,3.5,-0.8,14.5,-3.4
COC(=O)C1=C(c2cccc(OC)c2OC)C[C@@H]2CC[C@H]1N2C(=O)N1CCC(O)CC1,-7.9,5.0,11.9,3.1,0.3,17.5,4.6,-2.2,13.3
CN1CCCN(C(=O)COc2ccc(F)cc2F)CC1,2.3,2.3,15.8,-5.0,-3.0,-45.8,-0.7,12.9,-13.4
CCC(=NCc1ccc2c(c1)OCO2)c1c(O)n(C2CCCCC2)c(=O)[nH]c1=O,17.2,-3.8,24.7,-2.4,0.4,-16.8,-1.3,12.9,20.5

# Laid out differently: entries from further up
# Second line of a record: EBI2 antag | CXCR6 block | Mdm2-MdmX inh | APJ agonist | UPR XBP1 act | APJ antagonist | CHOP UPR activ | CCR6 antag | tim23-1 inh
> CC(Cc1ccccc1)NC(=O)CN1CCCC1=O (configuration not stated)
    -14.2 | 2.7 | -7.5 | 0.0 | -3.6 | 5.3 | 0.8 | 12.2 | 2.0
> O=C1CCCC2=C1C(c1cccnc1)Nc1ccccc1N2 (configuration not stated)
    -8.3 | -1.2 | 43.2 | -2.1 | 0.9 | -10.1 | 3.4 | 3.9 | -3.6
> CCC(=NCc1ccc2c(c1)OCO2)c1c(O)n(C2CCCCC2)c(=O)[nH]c1=O
    17.2 | -3.8 | 24.7 | -2.4 | 0.4 | -16.8 | -1.3 | 12.9 | 20.5

# Later entries
SMILES,EBI2 antag,CXCR6 block,Mdm2-MdmX inh,APJ agonist,UPR XBP1 act,APJ antagonist,CHOP UPR activ,CCR6 antag,tim23-1 inh
COC(=O)C1=C(c2ccc(OC)c(OC)c2)C[C@@H]2CC[C@H]1N2C(=O)NC1CCCCC1,-0.9,-3.8,18.2,-1.9,0.3,-1.3,2.4,12.7,6.4
COC(=O)C1=C(c2cc3ccccc3s2)C[C@@H]2CC[C@H]1N2C(=O)NC(C)C,7.8,9.0,-12.1,8.5,-3.8,17.0,-1.1,5.0,19.4
O=C1C2(Cl)C3(Cl)C4(Cl)C(Cl)(Cl)C5(Cl)C3(Cl)C1(Cl)C5(Cl)C24Cl (configuration not stated),18.3,7.8,99.3*,2.5,28.1,-15.7,3.9,16.0,-38.4
CC(=O)OC1(c2ccccc2)CCN(C)C2CCCCC21 (configuration not stated),1.9,-6.7,-18.8,1.2,-3.5,10.5,-1.2,9.2,17.8
O=C(C1CCC(=O)N1Cc1ccccc1Cl)N1CCC2(CC1)OCCO2 (configuration not stated),-3.9,-1.3,-26.4,-0.2,-1.7,7.9,-2.4,-4.4,11.4
CCN1C(=O)c2ccccc2Sc2ccc(C(=O)N3CCC4(CC3)OCCO4)cc21,4.2,-1.5,-39.0,0.6,-0.5,-12.9,-0.6,-3.5,8.0
COCCCN1CCN(c2nnc3n2-c2sc(Br)cc2C(c2ccccc2Cl)=NC3)CC1,-1.0,-4.0,4.6,1.1,-0.5,11.2,1.5,-12.1,6.9
COC(=O)C(O)(c1ccc(NC(=O)Oc2ccccc2)cc1)C(F)(F)F (configuration not stated),18.5,-6.1,15.1,-3.1,0.3,-4.9,2.5,-2.6,9.5
Cc1[nH]c2ccccc2c1CCNCc1ccco1,1.7,2.2,12.4,-0.8,-6.6,2.6,0.3,7.2,-1.4
Cc1ccsc1C(=O)C1CCCN(Cc2cnn(C)c2)C1 (configuration not stated),-5.5,-12.0,-18.6,-0.8,-1.7,6.5,-0.5,11.7,2.0
O=C(O)C(Br)CBr (configuration not stated),8.0,5.1,-11.0,-2.0,-2.1,-5.5,-1.7,-5.3,-21.0
Fc1ccccc1CCNCc1ccccc1,-8.5,1.5,7.0,-3.0,-4.4,-24.8,2.0,-5.5,-2.4

# Taken from above:
# Reading of CCN1C(=O)c2ccccc2Sc2ccc(C(=O)N3CCC4(CC3)OCCO4)cc21 in Mdm2-MdmX inh: -39.0
# Reading of COC(=O)C1=C(c2cc3ccccc3s2)C[C@@H]2CC[C@H]1N2C(=O)NC(C)C in Mdm2-MdmX inh: -12.1

# The list goes on:
SMILES,EBI2 antag,CXCR6 block,Mdm2-MdmX inh,APJ agonist,UPR XBP1 act,APJ antagonist,CHOP UPR activ,CCR6 antag,tim23-1 inh
CN1CC(C(=O)c2ccc(F)cc2)C(c2c(F)cccc2Cl)C1 (configuration not stated),3.6,9.1,17.0,-4.5,6.1,10.9,-2.6,2.8,8.4
COc1ccc(OC)c(N2C(=O)CC(=O)NC2=O)c1,-1.4,4.3,20.3,-0.7,-0.5,11.9,0.8,2.1,-0.6
O=C(NC(c1ccc(Cl)cc1)P(=O)(Oc1ccccc1)Oc1ccccc1)OCc1ccccc1 (configuration not stated),-0.7,5.1,18.9,0.5,7.3,24.2,3.3,20.7,-10.8
CC(=O)NN1C(=O)c2ccccc2NC1c1cccnc1 (configuration not stated),6.8,-1.6,26.4,0.9,-0.3,6.6,-0.6,-10.8,10.7
O=C1CN=C(c2cccc(Br)c2)c2cc(Br)ccc2N1,-1.1,1.9,44.6,-4.8,-1.9,4.9,-2.4,8.9,10.1
CCOP(=O)(OCC)C(NC(=O)c1ccccc1Cl)=C(Cl)Cl,-1.8,-1.3,11.3,-0.5,0.2,2.7,0.9,-4.4,8.1
O=C1/C(=C/c2ccc([N+](=O)[O-])cc2)N2CCC1CC2,-4.5,-21.1,20.7,1.2,-0.1,-20.9,0.2,7.0,22.9
Cc1nn(Cc2ccccc2Cl)c(Cl)c1C(=O)OCC(=O)NCc1ccco1,6.8,1.9,-9.1,-3.2,-0.2,6.4,0.0,3.8,7.4
O=[N+]([O-])c1ccc(NCCCN2CCOCC2)nc1,-5.6,8.5,5.9,1.3,-1.1,-13.1,0.9,2.4,4.5
CN(C)Cc1ccccc1OC(=O)N(C)C,-3.7,-7.1,20.3,-3.2,-0.1,14.5,-0.8,-13.8,10.4
Cc1nc(Cl)sc1C(=O)Nc1ccc2ccccc2c1,-3.1,-4.6,-52.4,0.2,4.6,-0.6,6.1,4.8,37.3
COc1ccc(OC)c(NC2=NCCCS2)c1,-6.5,-9.0,-5.6,-0.1,-0.1,1.5,-0.6,-5.6,20.1
COP(=O)(OC)C(Nc1ccccc1)c1ccccc1 (configuration not stated),-4.2,8.1,-26.2,-0.1,-2.3,-26.9,-1.2,-9.6,9.7
CN1CCN(c2cc([N+](=O)[O-])ccc2Cl)CC1,-3.6,10.9,-14.9,-3.4,0.8,-2.6,-0.8,4.8,14.3
Cc1cccc(C(=O)NC(Oc2ccccc2)C(Cl)(Cl)Cl)c1 (configuration not stated),2.4,14.0,5.0,-4.4,-0.6,11.7,-0.6,18.3,3.4
O=C(COc1ccccc1Cl)N1CCCC(N2CCN(c3ccc(F)cc3)CC2)C1 (configuration not stated),-5.3,2.2,9.1,0.0,-3.9,13.4,-0.1,18.0,29.6
CCOC(=O)CCCCCNC(=O)c1c(O)[nH]c(=O)[nH]c1=O,7.6,-2.3,10.7,-4.7,-2.9,-54.0,-1.3,7.9,-2.9
O=[N+]([O-])c1ccc(N2CCCC2)c2ncccc12,23.2,8.2,17.1,-3.2,3.6,12.2,0.1,24.2,4.8
N/C(=N/[N+](=O)[O-])N1CCN(C(=O)c2ccc(Cl)cc2)CC1,9.4,1.0,-19.2,-0.5,-1.6,4.5,0.0,0.1,19.6
O=C(c1n[nH]c(=O)c2ccccc12)N1CCC2(CC1)OCCO2,-4.3,-11.3,12.7,-4.3,-2.3,33.3,0.7,6.4,6.1
Cc1ccc(C2NC(=S)NC(c3ccc(C)cc3)C23C(=O)NC(=O)NC3=O)cc1 (configuration not stated),-9.0,-11.2,1.6,1.4,-1.5,5.1,-1.6,5.3,8.7
COC(=O)N1CCN(C(=O)Cc2ccc(Cl)c(Cl)c2)C(CN2CCCC2)C1 (configuration not stated),.,.,4.9,-0.5,-2.9,-10.4,0.1,.,4.5
CCCN1CCc2cccc3c2[C@H]1Cc1ccc(O)c(O)c1-3,5.7,-8.3,-19.7,6.6,-4.5,-37.5,0.4,8.9,16.1
CN(C)c1ccc(/C=C2/C(=O)NC(=O)N(Cc3ccco3)C2=O)cc1,-14.8,-0.5,4.7,-1.4,-1.0,8.3,0.0,11.0,-1.8
CN1C(=O)N(C)C(=O)C2(Cc3cc(NC(=O)c4ccccc4Cl)ccc3N3CCCC32)C1=O (configuration not stated),-6.4,-5.5,14.1,2.5,-5.3,-37.2,-1.0,0.1,11.9
Oc1cccc2nc3ccccc3nc12,-6.3,2.9,6.6,-2.9,1.6,-96.3,1.7,7.5,5.3
O=C1NC(=O)C(CCc2ccncc2)(CCc2ccncc2)C(=O)N1Cc1ccc(F)cc1,-2.2,10.7,-2.2,-3.7,-4.2,17.6,0.7,4.8,-5.5
COC(=O)C1=C(c2ccccc2)C[C@@H]2CC[C@H]1N2C(=O)NC1CC1,-21.4,4.0,6.4,8.0,-0.3,-4.1,1.1,9.6,-9.2
